# Screening results as filed in PubChem BioAssay.
# b-catenin transl = beta-catenin nuclear translocation modulation; HeLa beta-catenin nuclear translocation, immunofluorescence imaging; nuclear translocation activity, % at 5 µM; actives 0.3% (n = 190,000); AID 1665;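 active means nuclear translocation activity above 50% at 5 µM, with a well cell count of 50 or more; inconclusive means wells under 50 cells across six images, flagged as toxic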;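 further: per-cell ratio of nuclear to cytoplasmic median beta-catenin stain intensity; plate controls were DMSO negative control for no effect and GSK-3 inhibitor IX positive control for full effect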
#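 Read-out: Nuclear/cytoplasmic beta-catenin signal ratio, % activation | Assay system: Human HeLa cell line | Times: 24 h compound exposure at 37°C, 5% CO2 | Signal: Fluorescence imaging of beta-catenin antibody stain plus DAPI | Dosing: 5 µM primary, 0.02–20 µM confirmation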
# T cell modulator = modulates CD8 T cell binding to vesicles; 2C CD8+ T cell-vesicle binding, flow cytometry; active compounds read low; calls only at 7 µM; actives 0.068% (n = 330,000); AID 2052;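 active means response, share of CD8 T cells binding vesicles, and their 90th percentile fluorescence all below set limits, cut at about 80% in these data, passing the limit was not always enough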
#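 Material: murine 2C transgenic CD8+ T lymphocytes / Also added: QL9-peptide-loaded Drosophila micro-vesicles bearing Ld, ICAM-1 and B7-1 / Schedule: binding step 1.5 h, 37 °C, antibody labelling 20 min, ice / Signal: flow cytometry, PE anti-B7-1 (FL2) versus Alexa647 anti-CD8 (FL8), PFA-fixed / Evaluation: percent CD8+ FL2 mean versus row control / Benchmarks: naked versus QL9-loaded vesicles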
# Myeloid diff 2 = promotes myeloid progenitor differentiation. ER-HoxA9 myeloid progenitors, lysozyme-GFP differentiation, flow cytometry. calls only at 10 µM. AID 624256. actives 1% (n = 360,000);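 active means normalized GFP-positive differentiation at or above the plate's own cutoff, the solvent-only control mean plus 3 SD; inconclusive means no clear call, values can overlap the other calls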;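 further: cells exposed to compound for four days before flow analysis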
# Autophagy HCS = autophagy modulation, high-content screen; MEF GFP-LC3 puncta imaging; test concentration mostly 10 µM; calls only at 10 µM (by protocol); actives 0.98% (n = 190,000);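 active means percentage of spot-positive cells more than 3 SD above its plate mean, without a fluorescence outlier flag or 80% toxicity; inconclusive means no clear call, values can overlap the other calls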;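 further: spot-positive cell cutoff set from DMSO-treated cells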
# Hep lipid drop = modulators of hepatic lipid droplet formation; AML12 mouse hepatocytes, oleate lipid droplets, BODIPY imaging; inhibition, % at 6.5 µM; actives 0.4% (n = 240,000); AID 1656;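 active means lipid droplet intensity inhibited by at least 50%, with more than 500 cells counted; inconclusive means wells with under 300 cells, treated as cytotoxic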
#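 Assay system: AML12 hepatocytes (mouse); Probe or stimulus: oleic acid at 100 µM to induce lipid droplet formation; Dosing: compound at 6.5 µM only; Schedule: compound with oleate, overnight; Detection: fluorescence imaging, 20x objective, two fields per well; Measure: % inhibition of lipid droplet signal.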
# West Nile virus CPE = inhibition of WNV-induced cytopathic effect – cell-based, CPE readout (AID 1621) | West Nile virus-infected cells, CPE inhibition; higher % means a stronger effect | CPE inhibition, % at 10 µM; hits with a dose series show IC50 in µM | actives 0.02% (n = 290,000); in the data active means a potency from the dose series; inconclusive means CPE inhibition mostly from about 3.7% at the one dose, without a potency; inactive means the rest, 99 in 100 with CPE inhibition below about 2.2%; further: strong numbers were not always called active
# WT yeast gro inh = growth inhibition of WT yeast, mitochondrial fusion screen. mitochondrial fusion phenotypic screen, WT strain. inhibition, % at 10 µM. actives 2.1% (n = 190,000); in the data active means inhibition above about 58%; tested in S. cerevisiae
# MT stabilize HCS = microtubule stabilizers in HeLa cells; HeLa tubulin immunostaining HCS, 24 h; share of cells brighter than vehicle mean+2SD; % tubulin-high responders, % at 10 µM; actives 0.83% (n = 200,000); AID 2205;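 active means plate Z-score above 3 for both tubulin-high and condensed-nucleus cell shares, with cell loss under 80%, at 10 µM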;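 further: anti alpha tubulin signal scored within the nucleus-defined area of each cell; some results filed as inactive read as strong as hits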
# Insulin prom up = MIN6 insulin promoter up-regulation. AID 1625. MIN6 insulin promoter-GFP reporter, high-content imaging; active compounds read high. actives 0.3% (n = 190,000). z-score at 5 µM;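 active means z-score above 3 at 5 µM with at least 500 cells counted in the well; inconclusive means wells under 500 cells, flagged as cytotoxic or low count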
# WT yeast gro inh mutant strain = also measured in WT yeast gro inh; calls as there; inhibition, %; mitochondrial fusion phenotypic screen, mutant strain inhibition
# Insulin prom up cell count = further read-out of Insulin prom up, marked with its call; cell count; measured here: cytotoxicity, nuclei count;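 total cells summed across four imaged fields per well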
# Hep lipid drop cells 6.5 µM = further read-out of Hep lipid drop, marked with its call; cell count; measured here: cell count, cytotoxicity flag;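 cells counted across two imaged fields per well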
# b-catenin transl cell count 5 µM = also measured in b-catenin transl; calls as there; cell count; measured here: cell count, cytotoxicity flag
# T cell modulator vesicle-bound % = further read-out of T cell modulator, marked with its call; double positive events, %; measured here: CD8+ vesicle-bound cell fraction;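 binding gate set so that unloaded-vesicle control wells show 10% double positive cells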
# MT stabilize HCS Hoechst-high % = further read-out of MT stabilize HCS, marked with its call; % Hoechst-high responders; measured here: nuclear condensation Hoechst responders;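 share of cells brighter than vehicle mean plus two SD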
# MT stabilize HCS cytotoxicity % = recorded beside MT stabilize HCS, whose call it bears; toxicity, %; measured here: cytotoxicity by cell density;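 0% = mean cell density of plate MIN control wells and 100% = no cells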
# Autophagy HCS cell loss 18 h = second read-out of Autophagy HCS, no call of its own (marks repeat the call); toxicity, %; measured here: cell loss, nuclei count;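 cell loss after 18 h compound exposure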
# Myeloid diff 2 GFP+ MAC1+ % = also measured in Myeloid diff 2; calls as there; GFP+ MAC1+ double positive, %; measured here: differentiation confirmed by MAC1 staining
# * = called active by the depositor; i = inactive; ? = inconclusive; · = no result given; + = active, no number.
SMILES,b-catenin transl,b-catenin transl cell count 5 µM,T cell modulator,T cell modulator vesicle-bound %,Myeloid diff 2,Myeloid diff 2 GFP+ MAC1+ %,Autophagy HCS,Autophagy HCS cell loss 18 h,Hep lipid drop,Hep lipid drop cells 6.5 µM,West Nile virus CPE,WT yeast gro inh,WT yeast gro inh mutant strain,MT stabilize HCS,MT stabilize HCS Hoechst-high %,MT stabilize HCS cytotoxicity %,Insulin prom up,Insulin prom up cell count
COC(=O)c1ccccc1NC(=O)CSc1nc2cccnc2n1C,-0.6,1091,i,21,i,0.5,i,-5,-11,723,-1.2%,21,7,3.2,1.2,1.3,-0.09,1425
CSC(=O)CC(=O)NC(=O)c1ccccc1,·,·,i,46,i,0.7,i,-2,-4,696,-0.6%,4,-15,1.1,2.1,4.6,-0.5,1245
COCCCNC(=O)C(=O)NC1CCCCCC1,0.6,979,i,44,i,0.5,i,-8,4,600,0.3%,-25,-12,2.4,4.0,5.2,0.23,1376
CCCSc1nc(=S)n(Cc2ccccc2)c(C)c1C(C)=O,-8.3,1066,i,50,i,0.3,i,0,0,667,-1.3%,2,15,4.6,3.3,5.1,-0.65,1519
COc1cc(/C=N/NC(=O)c2cccc(NC(=O)c3ccccc3)c2)ccc1O,·,·,i,11,i,0.7,·,·,-2,809,0.4%,·,·,·,·,·,·,·
CC1CCCC(C)N1C(=O)c1cc(-c2ccco2)on1 (stereo not drawn),·,·,i,29,+,6.2*,·,·,7,761,-0.6%,·,·,·,·,·,·,·
COc1ccc2nc3oc(C(=O)NC4CCN(Cc5ccccc5)CC4)cc3cc2c1,-0.6,1294,i,39,i,0.7,i,-1,-5,765,?,21,13,3.5,1.5,1.6,0.45,1054
Cc1ccc(O)c(-c2cc(C(=O)NCc3ccncc3)[nH]n2)c1,-4.7,984,i,53,i,2.5,i,11,·,·,0.2%,-15,-2,3.6,1.0,3.3,0.51,1254
Cc1ccc(C)c(NS(=O)(=O)c2cc3c4c(c2)CC(=O)N4CCC3)c1,·,·,i,26,i,0.3,·,·,13,709,0.2%,·,·,·,·,·,·,·
CN(C)S(=O)(=O)c1cccc(NC(=S)N2CCCCC2CO)c1 (stereo not drawn),-1.8,1044,i,58,i,0.3,i,-7,0,654,-0.9%,-6,-13,1.1,2.1,7.1,0.29,1222
COc1ccc(-c2nn(CCC#N)cc2C(=O)Nc2cccc(C(=O)O)c2)cc1OC,·,·,i,56,i,0.6,·,·,8,781,1.9%,·,·,·,·,·,·,·
Cc1ccc(Nc2nc(N)nc(CN3CCN(Cc4ccc5c(c4)OCO5)CC3)n2)cc1,-0.5,1055,i,50,i,1.0,i,-2,18,749,0.6%,-5,10,4.2,3.0,8.9,-1,1086

# The closing 2 records of the section above come first, to join the parts.
SMILES,b-catenin transl,b-catenin transl cell count 5 µM,T cell modulator,T cell modulator vesicle-bound %,Myeloid diff 2,Myeloid diff 2 GFP+ MAC1+ %,Autophagy HCS,Autophagy HCS cell loss 18 h,Hep lipid drop,Hep lipid drop cells 6.5 µM,West Nile virus CPE,WT yeast gro inh,WT yeast gro inh mutant strain,MT stabilize HCS,MT stabilize HCS Hoechst-high %,MT stabilize HCS cytotoxicity %,Insulin prom up,Insulin prom up cell count
COc1ccc(-c2nn(CCC#N)cc2C(=O)Nc2cccc(C(=O)O)c2)cc1OC,·,·,i,56,i,0.6,·,·,8,781,1.9%,·,·,·,·,·,·,·
Cc1ccc(Nc2nc(N)nc(CN3CCN(Cc4ccc5c(c4)OCO5)CC3)n2)cc1,-0.5,1055,i,50,i,1.0,i,-2,18,749,0.6%,-5,10,4.2,3.0,8.9,-1,1086
Cn1cccc1/C=N/n1cnnc1,2.6,1055,i,25,i,0.8,i,2,2,802,-0.1%,-3,-3,5.1,3.2,2.9,·,·
CCOc1cc(NC(=S)NCCCN2CCOCC2)c(OCC)cc1NC(=O)C1CC1,-0.5,1204,i,51,i,0.1,i,5,-5,611,-0.2%,-4,-4,5.9,1.9,6.0,-0.11,1439
CCOC(=O)c1cc(=O)c2ccc(OCC(=O)Nc3ccc(F)cc3)cc2o1,-0.9,1367,i,30,i,0.4,·,·,·,·,0.5%,·,·,·,·,·,1.9,1387
CC(=O)Oc1ccc(OC(C)=O)c(SCCCCCCl)c1,1.3,936,·,·,i,0.9,i,3,5,719,-0.4%,0,6,4.5,3.8,9.6,-3.5,834
COc1cccc(CN2CCC(C(=O)N3CCC(C)CC3)CC2)c1,0.3,1480,i,23,i,0.6,i,10,10,704,0.0%,2,0,2.7,1.8,6.5,0.04,1516
CC(C)c1ccc(N(CC(=O)NC2CCCC2)C(=O)CCC(=O)Nc2ccccn2)cc1,·,·,i,40,i,2.7,·,·,-1,745,-1.6%,·,·,·,·,·,·,·
Cc1ccccc1NC(=O)COC(=O)c1ccc(CSc2ccc(Cl)cc2)cc1,-0.2,858,i,47,i,0.4,i,5,2,412,0.1%,-11,-10,3.2,2.5,0.5,·,·
COc1ccc(NCc2nc3ccccc3n2CCOc2ccc(C)cc2)cc1,5.2,541,i,54,i,0.7,i,-5,-17,727,-1.8%,71*,64*,4.6,1.8,0.9,-4,925
C/C(N)=C(/C#N)C(=O)COC(=O)C(c1ccccc1)c1ccccc1,-5.8,1087,i,27,i,0.4,i,26,-22,589,1.1%,-2,-5,1.6,1.4,4.5,0.15,1191
Cc1cccc(NC(=S)NCc2ccc3c(c2)cc(C)n3C)c1C,-4.6,1048,i,20,i,3.7,i,15,-3,688,0.1%,28,31,4.9,2.7,4.0,2.1,1545
CCn1cc(C(=O)N[C@@H](CCSC)C(=O)NCCN2CCOCC2)c(=O)c2cc3c(cc21)OCO3,·,·,i,20,i,1.2,·,·,-7,721,0.3%,·,·,·,·,·,·,·
S=C(NCc1ccccn1)Nc1cccc(Cl)c1,0.5,1179,i,57,i,1.2,i,3,·,·,-0.2%,1,2,1.9,1.1,0.7,-0.34,1619
OC(COc1ccc2ccccc2c1)Cn1ccnc1 (stereo not drawn),-3.1,1140,i,42,i,6.8,i,-3,-2,710,-0.6%,-1,7,5.2,4.0,9.0,1.1,882
CCN(C(=O)c1ccc(Cl)c([N+](=O)[O-])c1)c1ccccc1,0.2,1475,i,27,i,0.3,i,-10,-1,703,-0.7%,19,9,4.3,1.5,12,0.9,1400
CN(C1CCCC1)C1CCN(C(=O)CNC(=O)/C=C/c2ccccc2)CC1,-0.6,938,i,44,i,0.2,i,1,23,574,0.0%,13,-4,4.5,2.3,1.7,·,·
CC(C)CN1CCN(Cc2ccc(C#CC(C)(C)O)cc2)CC1CCO (stereo not drawn),-1.2,976,i,35,i,0.4,i,20,-7,676,-0.3%,10,12,1.2,1.5,4.6,2.3,1431
CC(=O)Oc1ccc(Cl)cc1/C=C/c1ccc2ccccc2n1,0.0,1077,i,55,i,0.4,i,10,14,669,2.2%,31,16,4.7,2.3,0.1,0.43,1514
Cc1cc(=O)[nH]c(-c2ccc(C(F)(F)F)cc2)n1,-0.7,1188,i,39,i,0.8,·,·,-4,682,-1.0%,·,·,·,·,·,·,·
Cc1nc(SCC(=O)NC2CCCC2)c2c(C)c(C)sc2n1,·,·,i,37,i,2.0,·,·,-2,821,-0.8%,·,·,·,·,·,·,·
CCCn1c(SCC(=O)Nc2ccc(Cl)cn2)nnc1C1CC1,·,·,i,8,i,5.9,·,·,-12,803,0.3%,·,·,·,·,·,·,·
CN1CCCN(C(=O)c2ccc(Br)s2)CC1,·,·,i,27,i,0.2,·,·,-10,589,-0.9%,·,·,·,·,·,·,·
Cc1cc(N2CCN(C(=O)c3cccs3)CC2)c(F)cc1[N+](=O)[O-],·,·,i,42,i,0.9,·,·,-16,781,-1.1%,·,·,·,·,·,·,·
CCc1c(C)sc2nc(SCC(=O)Nc3cc(C)on3)n(CCOC)c(=O)c12,1.9,1137,i,20,i,0.7,i,2,-6,768,-0.3%,-8,6,2.8,1.7,11,0.25,966
COCCN(C(=O)Nc1ccc(OC)cc1OC)C1CCN(C(C)C)CC1,-0.7,1046,i,18,i,2.2,i,-4,-15,709,-0.4%,-12,-1,4.8,1.7,7.5,-0.19,1190
Cc1ccc(NC(=O)CSc2n[nH]c(-c3ccco3)n2)c(C)c1,-0.9,1061,i,17,i,0.6,i,7,3,716,0.3%,-11,4,3.5,1.8,5.6,-0.85,1247
COC(=O)c1cccc(NCN2C(=O)c3ccccc3C2=O)c1,-1.8,910,i,31,i,2.2,i,23,·,·,1.1%,1,11,2.8,3.5,17,-0.01,1194
Nc1nc(C2CCCCC2)cs1,·,·,i,39,i,6.2,i,5,·,·,0.1%,10,6,1.1,1.2,6.9,0.56,1041
OCC(O)/C=N/Nc1nc(N2CCCCC2)nc(N2CCCCC2)n1 (stereo not drawn),·,·,i,52,i,0.4,i,-18,-6,712,-0.1%,15,17,3.2,2.7,4.7,0,1164
COc1cccc(CNC(=O)C(C)n2ccc3cc(S(=O)(=O)N4CCCC4)ccc32)c1 (stereo not drawn),·,·,i,11,i,0.4,·,·,-2,747,-0.5%,·,·,·,·,·,·,·
CCCCCN1C(=O)Cn2c(nc3ccccc3c2=O)C1C (stereo not drawn),1.7,1442,i,62,i,0.0,i,-36,-19,646,-0.6%,-1,2,1.9,1.6,5.1,·,·
Cc1ccc(NCC(=O)NNC2=NCCC2)c(C)c1,-0.3,957,i,40,i,0.3,i,27,6,570,0.1%,5,-13,2.3,2.7,4.9,-0.35,2185
